NPR2 activator: GC-B (human) receptor activation | P20594 | HEK293-GC-B cells, CNP EC30, cGMP TR-FRET; 0% at EC30 CNP, 100% saturating CNP | activation, % at 10 µM | 370,000 tested, 0.11% active;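 active = activation at 10 µM reaching about 35% in either raw or pattern-adjusted values, limit read from the data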
proKLK7 act: activators of human kallikrein-7 zymogen; P49862; purified proKLK7, EDANS-DABCYL substrate fluorescence; 100% is mature enzyme control, 0% vehicle; 370,000 tested, 0.9% active; AID 652039; activation, % at 7 µM;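 active = activation above the mean of all tested compounds plus 3 SD, computed per campaign excluding outliers beyond control limits, cut at about 13% in these data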
Target sequence (P49862 whole entry, looked up): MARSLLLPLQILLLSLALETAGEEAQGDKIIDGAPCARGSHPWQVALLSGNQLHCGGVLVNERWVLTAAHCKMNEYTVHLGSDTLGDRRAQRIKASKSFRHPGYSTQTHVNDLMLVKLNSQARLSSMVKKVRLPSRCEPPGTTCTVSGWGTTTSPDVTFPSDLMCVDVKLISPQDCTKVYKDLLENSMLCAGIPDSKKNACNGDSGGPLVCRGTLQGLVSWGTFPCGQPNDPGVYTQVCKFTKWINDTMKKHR
SMARCA2 activ: SMARCA2 function activation, primary screen; 370,000 tested, 1% active; MG213 cells, MMTV-luciferase reporter, dexamethasone, overnight; activation, % at 9.1 µM; AID 652017; in the data active = activation above about 7.8%;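 note: 0% = vehicle wells and 100% = reference activator wells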
ssDAF-12 act: activators of S. stercoralis DAF-12 nuclear receptor. HEK293 ssDAF-12/GRIP1 lit1-tk-luc reporter, luminescence; % of 3 µM dafachronic acid response. activation, % at 6.8 µM. 370,000 tested, 1% active. AID 652126;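 active = activation above the mean over all tested compounds plus 3 SD, cut at about 0.9% in these data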;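 note: 0% = DMSO-only wells and 100% = 3 µM delta7-dafachronic acid wells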
DAX1 inh-1: NR0B1 (DAX1) inhibition. P51843. HEK293 Gal4-DAX1 luciferase reporter, luminescence. inhibition, % at 6.75 µM. 340,000 tested, 0.99% active. AID 504766;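 active = inhibition above the mean over all tested compounds plus 3 SD, cut at about 4.2% in these data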;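 note: 0% = DAX1-transfected cells with DMSO and 100% = empty-vector control cells with DMSO; inhibition shows as a rise in luminescence from relieved DAX1 repression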
Target sequence (P51843 207-470 limits assumed): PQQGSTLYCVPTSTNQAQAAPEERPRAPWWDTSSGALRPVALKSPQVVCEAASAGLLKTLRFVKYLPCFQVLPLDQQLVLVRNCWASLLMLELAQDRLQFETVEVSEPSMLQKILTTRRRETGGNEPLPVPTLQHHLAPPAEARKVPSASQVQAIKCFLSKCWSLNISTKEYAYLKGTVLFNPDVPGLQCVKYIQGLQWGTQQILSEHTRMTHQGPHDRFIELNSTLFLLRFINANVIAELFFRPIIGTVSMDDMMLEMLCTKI
GAA850 FXN act: activators of GAA850 frataxin (FXN) promoter; activation, % at 6 µM; 360,000 tested, 0.56% active; HEK293 lucGAA850 FXN promoter luciferase reporter, 24 h; percent of 10 µM SAHA response;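 active = activation above the average of all compounds screened plus 3 SD, cutoff fixed separately per campaign, cut at about 7.5% in these data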;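 note: 0% = DMSO wells and 100% = 10 µM SAHA wells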
hgDAF-12 ag: agonists of H. glycines DAF-12 nuclear receptor; HEK293 GAL4-hgDAF12 UAS-luciferase reporter, agonist luminescence; normalized to butyrate control; activation, % at 6.8 µM; 370,000 tested, 1.8% active;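 active = activation above a cutoff set at the mean of all screened compounds plus 3 SD, cut at about 10% in these data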;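 note: 0% = DMSO wells and 100% = sodium butyrate wells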
HGIII-sPLA2 inh: Inhibits HGIII-sPLA2 liposome hydrolysis, primary screen; Q9NZ20; QFRET BODIPY PC-A2 liposome hydrolysis, fluorescence; inhibition, % at 12.2 µM; 370,000 tested, 0.56% active; AID 743126;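 active = inhibition above mean plus 3 SD of compounds lying within the high and low control bounds, cut at about 19% in these data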;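 note: 0% = median of test compound wells and 100% = no enzyme DMSO wells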
Target sequence (Q9NZ20 whole entry, looked up): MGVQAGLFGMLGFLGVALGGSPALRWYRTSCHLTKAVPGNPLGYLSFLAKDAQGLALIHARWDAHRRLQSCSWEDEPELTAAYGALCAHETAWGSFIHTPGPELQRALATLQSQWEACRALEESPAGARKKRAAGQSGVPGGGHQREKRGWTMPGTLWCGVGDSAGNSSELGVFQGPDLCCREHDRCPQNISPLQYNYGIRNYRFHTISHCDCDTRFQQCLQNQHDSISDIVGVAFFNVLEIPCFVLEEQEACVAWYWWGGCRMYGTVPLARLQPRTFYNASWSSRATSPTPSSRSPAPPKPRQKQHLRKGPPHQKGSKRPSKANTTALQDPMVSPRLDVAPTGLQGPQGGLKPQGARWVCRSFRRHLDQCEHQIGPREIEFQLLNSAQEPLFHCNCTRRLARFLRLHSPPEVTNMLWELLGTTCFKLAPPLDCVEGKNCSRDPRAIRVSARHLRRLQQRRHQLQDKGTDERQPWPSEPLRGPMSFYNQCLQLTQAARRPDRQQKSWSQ
GC-A act: GC-A (human) enzyme activation | P16066 | HEK293 GC-A cells, cGMP TR-FRET, EC30 ANP; 0% at EC30 ANP, 100% saturating ANP | activation, % at 10 µM | 370,000 tested, 0.14% active; in the data active = activation above about 40%
DAX1 inh-2: DAX1 (NR0B1) inhibition, primary screen; HEK293T StAR-luciferase reporter, SF-1/DAX-1 repression relief; inhibition, % at 6.8 µM; 370,000 tested, 1.1% active; AID 652010;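 active = inhibition above the mean over all tested compounds plus 3 SD, cut at about 3.6% in these data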;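 note: 0% = DAX-1 cells with DMSO and 100% = cells lacking DAX-1 with DMSO; higher inhibition means more luminescence from relief of DAX-1 repression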
hcDAF-12 act: activators of H. contortus DAF-12 nuclear receptor; HEK293 hcDAF-12 lit1-tk-luc reporter, luminescence; 0% DMSO, 100% Δ7-dafachronic acid; activation, % at 6.8 µM; 370,000 tested, 1.4% active; AID 652067;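 active = activation above the mean of all tested compounds plus 3 SD, cut at about 5.5% in these data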;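 note: 100% = response to 3 µM Δ7-dafachronic acid high control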
Numbers without * were called inactive; . = no result given.

SMILES	NPR2 activator	proKLK7 act	SMARCA2 activ	ssDAF-12 act	DAX1 inh-1	GAA850 FXN act	hgDAF-12 ag	HGIII-sPLA2 inh	GC-A act	DAX1 inh-2	hcDAF-12 act
COc1ccc(CN(Cc2ccc(OC)cc2)S(=O)(=O)c2ccc(-n3cnnn3)c(C)c2)cc1	-5	0.1	-5	-1.6	0.6	2.9	-0.3	9	-5	0.6	-0.5
O=[N+]([O-])c1cc(C(F)(F)F)ccc1-n1nnc2ccccc21	-1	0.0	-3	-0.1	-2.0	0.7	-1.2	4	-2	-0.5	1.9
CCC1Oc2ccc(C)cc2N(CC(=O)N(Cc2ccc(C)o2)C2CCCC2)C1=O (configuration not stated)	-4	-0.3	-3	-1.2	-1.3	-0.1	-4.7	-6	-16	-0.3	0.3
Cc1cccc2c(C(=O)N3CCN(C(=O)c4ccco4)CC3)cc(-c3cccc(Br)c3)nc12	4	-0.4	-3	-1.8	-0.7	3.2	-0.6	-21	2	0.4	-0.5
Cc1ccc2c(c1)Cc1nc3ccccc3nc1-2	0	-7.3	7	2.8*	-2.1	0.8	20*	-7	6	7.4*	17*
CCS(=O)(=O)NCCc1csc(-c2ccccc2)n1	-1	0.2	1	-0.6	0.5	3.5	9.7	4	-1	0.1	0.0
CN1CCN(C(=S)Nc2ccc(S(N)(=O)=O)cc2)CC1	6	-0.1	1	0.3	1.7	1.6	-1.2	-2	0	0.4	0.7
O=C(NC(=S)Nc1cccc([N+](=O)[O-])c1)c1ccco1	3	-0.2	8	0.0	0.7	1.5	1.4	0	0	0.3	-1.9
O=C(CCCCn1c(=O)c2ccccc2n(CC(=O)NC2CCCC2)c1=O)NC1CCCC1	1	0.4	0	-0.8	1.5	-0.5	-0.8	9	2	1.7	-1.9
Cc1ccc2c(c1)sc1nc(=O)n(-c3ccccc3)c(=O)n12	0	-0.6	12*	-0.8	3.0	4.6	12*	-2	-1	1.5	2.3
Cc1ccc(-c2csc(NC(=O)COC(=O)c3cccc(S(=O)(=O)N4CCOCC4)c3)n2)cc1	-5	0.7	2	-0.6	.	.	6.5	2	12	3.6*	1.4
Cc1ccc(S(=O)(=O)c2c[nH]c3ccc(C)cc3c2=O)cc1	4	-2.4	-2	-0.4	-1.0	0.0	-0.5	4	1	-0.1	-0.4
COc1ccc(CC(=O)NCc2nnc(SCC(=O)Nc3nccs3)n2C)cc1	-1	0.3	-4	0.1	-1.7	-0.8	-3.1	0	3	0.1	-1.1
Cc1ccc(NC(=O)CN(C)S(=O)(=O)c2cccs2)c(Br)c1	1	-0.6	-2	-0.5	-0.6	-0.6	3.8	-8	3	0.0	0.7
CCN(CC(=O)Nc1sc2c(c1C#N)CCCC2)Cc1nc2ccccc2c(=O)[nH]1	0	0.1	-1	-1.1	1.2	0.0	-1.7	5	-4	-0.3	-1.6
CSc1ccccc1NC(=O)c1ccc(N2CCCC2=O)cc1	-1	-0.6	5	-0.9	0.6	5.5	5.0	0	1	3.6	1.2
N#Cc1cc([N+](=O)[O-])cnc1N(CCO)CCO	8	-0.7	0	-1.7	0.4	1.9	-0.4	3	0	0.2	4.0
COc1ccc(NC(=O)c2ccc3nc[nH]c3c2)cc1	1	0.1	0	-1.2	0.3	3.3	5.6	17	1	0.7	0.6
CN1CCN(S(=O)(=O)c2cccc(C(=O)Nc3cc(C(F)(F)F)ccc3N3CCCCC3)c2)CC1	4	-0.1	-3	-1.0	-1.6	2.7	-1.6	13	6	1.4	-1.2
COc1ccc(CCNC(=O)C(=O)NCC2OCCN2S(=O)(=O)c2cccs2)cc1 (configuration not stated)	1	-0.5	1	-1.3	1.3	2.2	0.3	4	1	-0.7	-0.5
COc1ccc(Oc2c(C)oc3cc(OC(=O)N4CCOCC4)ccc3c2=O)cc1	7	0.1	-2	-1.1	0.1	-0.8	-0.1	-6	1	-0.9	-0.7
COn1c(-c2ccc(C)cc2)nc2ncccc21	-1	-0.3	0	-0.6	-0.1	1.8	1.9	0	-2	-0.7	1.8
Cc1cc2c(=O)n(C)c(SCC(=O)Nc3ccc(F)cc3)nc2s1	-4	0.0	-2	0.1	0.3	-0.2	-0.4	11	-1	-0.6	0.6
COc1ccccc1NCCC(=O)OCC(=O)NC1CCCC(C)C1C (configuration not stated)	4	-0.8	-1	-0.9	-0.7	2.9	0.9	1	-1	0.1	1.5
COc1ccc(C(=O)Oc2ccc(/C=N/NC(=O)c3ccccc3OC)cc2[N+](=O)[O-])cc1	-1	-0.5	0	0.3	-0.9	-1.2	2.2	-5	-2	-0.1	1.9

Among those listed so far, these contain a nitro group on carbon:
SMILES	NPR2 activator	proKLK7 act	SMARCA2 activ	ssDAF-12 act	DAX1 inh-1	GAA850 FXN act	hgDAF-12 ag	HGIII-sPLA2 inh	GC-A act	DAX1 inh-2	hcDAF-12 act
O=[N+]([O-])c1cc(C(F)(F)F)ccc1-n1nnc2ccccc21	-1	0.0	-3	-0.1	-2.0	0.7	-1.2	4	-2	-0.5	1.9
O=C(NC(=S)Nc1cccc([N+](=O)[O-])c1)c1ccco1	3	-0.2	8	0.0	0.7	1.5	1.4	0	0	0.3	-1.9
N#Cc1cc([N+](=O)[O-])cnc1N(CCO)CCO	8	-0.7	0	-1.7	0.4	1.9	-0.4	3	0	0.2	4.0
COc1ccc(C(=O)Oc2ccc(/C=N/NC(=O)c3ccccc3OC)cc2[N+](=O)[O-])cc1	-1	-0.5	0	0.3	-0.9	-1.2	2.2	-5	-2	-0.1	1.9

Single records, from the list above. Order of values: NPR2 activator, proKLK7 act, SMARCA2 activ, ssDAF-12 act, DAX1 inh-1, GAA850 FXN act, hgDAF-12 ag, HGIII-sPLA2 inh, GC-A act, DAX1 inh-2, hcDAF-12 act
CN1CCN(S(=O)(=O)c2cccc(C(=O)Nc3cc(C(F)(F)F)ccc3N3CCCCC3)c2)CC1 reads 4, -0.1, -3, -1.0, -1.6, 2.7, -1.6, 13, 6, 1.4, -1.2
COc1ccc(CN(Cc2ccc(OC)cc2)S(=O)(=O)c2ccc(-n3cnnn3)c(C)c2)cc1 reads -5, 0.1, -5, -1.6, 0.6, 2.9, -0.3, 9, -5, 0.6, -0.5

Next section
SMILES	NPR2 activator	proKLK7 act	SMARCA2 activ	ssDAF-12 act	DAX1 inh-1	GAA850 FXN act	hgDAF-12 ag	HGIII-sPLA2 inh	GC-A act	DAX1 inh-2	hcDAF-12 act
CC1=C(C(=O)Nc2ccccc2C(=O)NCCCOC(C)C)SCCO1	4	0.1	-2	-0.2	-1.1	1.8	0.7	2	0	-0.5	0.9
CCOC(=O)[C@]12CCCC3=C1N(CCC3)C(=O)[C@@H](CC(=O)NCC1CCCCC1)C2	3	-0.6	-3	-0.8	.	.	1.6	1	1	-0.5	-1.9
CCOc1ccc(NC(=O)CN(C)C(=O)c2cc(C)nc3ccccc23)cc1OCC	2	0.5	4	-1.1	0.1	-0.4	-1.1	-5	-1	-2.3	1.9
C/C(=N\Nc1ccc(Cl)c(C(=O)O)c1)c1cc2ccccc2o1	-3	-0.3	-4	-1.2	0.8	1.3	0.9	-17	3	1.6	0.7
COC(=O)N(C)C[C@H]1OCc2cnnn2CCCC(=O)N([C@H](C)CO)C[C@H]1C	2	-0.4	-5	-0.9	3.5	0.3	-0.9	9	-1	1.5	-0.1
CN(Cc1ccccc1)C(=O)COC(=O)c1cc(=O)[nH]c2ccccc12	-2	-13	2	-1.3	-0.6	-2.6	0.4	-2	-1	0.4	0.3
COCCCNCCOCCOc1ccc(C)cc1[N+](=O)[O-]	-1	0.0	1	-1.3	1.8	0.6	1.1	2	-1	1.4	-0.1
CC(Nc1nc(N2CCN(CCO)CC2)nc2ccccc12)c1ccccc1 (configuration not stated)	-10	1.5	2	-1.7	0.1	0.6	-1.6	-7	-16	0.4	3.1
CCOC(=O)Cc1nnc2c(Nc3ccccc3F)nc3nonc3n12	5	-0.1	-2	-1.6	-1.7	-2.3	-3.4	-20	-3	-0.8	-1.8
C[N+]1(CC(=O)OCCCC2CCCCC2)CCCC1	-1	0.5	-5	-1.3	-0.3	2.4	-0.5	12	3	0.5	-0.9
Cc1ccc(C(=O)NCc2ccco2)cc1[N+](=O)[O-]	7	-1.0	-3	-1.1	-0.3	-0.4	-1.2	0	6	-0.1	-1.7
Cc1ccc(N2CCN(C(=S)Nc3ccccc3C)CC2)cc1	4	-0.3	0	-1.0	-1.0	0.5	1.0	3	4	-0.5	-0.1
O=C1C=CC(O)C2(CO)OC12 (configuration not stated)	3	-0.1	12*	-0.8	0.2	12*	-2.4	-6	1	-1.0	2.6
CC1CC(=O)C2=C(C1)Nc1ccccc1N=C2 (configuration not stated)	-3	0.0	5	-0.8	0.2	-0.6	4.7	0	1	0.0	-1.7
COc1ccc(NS(=O)(=O)c2cccc(C(=O)N/N=C(\C)c3ccncc3)c2)cc1	0	0.3	-2	-1.1	0.0	2.4	-0.5	14	-8	-0.7	-2.3
CC(=O)n1cc([C@H]2C=C(C(=O)NCc3ccccc3)O[C@@H](OCc3ccc(CO)cc3)C2)c2ccccc21	-5	0.6	0	-1.0	-2.0	-2.5	-0.1	-18	2	-0.5	-1.4
CC1(C)CC(=O)C(CCC(=O)c2ccccc2)C(C)(C)N1 (configuration not stated)	2	-0.2	0	-1.2	-0.2	-1.2	0.6	0	-1	0.6	-1.3
CCN(CC(=O)Nc1ccc(S(N)(=O)=O)cc1)S(=O)(=O)c1cc(C)ccc1OC	4	1.2	0	-0.8	0.2	0.7	-1.4	-4	4	-0.6	-0.9
Cc1cc(C(=O)COC(=O)CC2Sc3ccccc3NC2=O)c(C)n1-c1ccc(Br)cc1 (configuration not stated)	0	-0.9	-2	0.2	1.3	4.4	3.8	-11	-7	-1.3	1.3
CC1(C)N=C(N)NC(Nc2ccc(Br)cc2)=N1	6	0.2	-3	-1.3	2.4	-1.4	-3.0	1	6	-0.3	-0.2
CC1(C)CC(=O)C=C(CN2C(=O)c3ccccc3C2=O)C1=O	8	0.1	3	-1.0	0.3	1.9	2.6	5	2	0.6	-1.4
Cc1ccc(CN2CCN(CC(=O)NCCCN3CCN(c4ccc(F)cc4)CC3)C2=O)cc1	-6	0.5	-2	-1.8	-2.2	-2.9	-5.9	-3	-1	-2.6	-3.4
NNC(=O)C1CC(O)CN1S(=O)(=O)c1ccc(Cl)cc1 (configuration not stated)	8	0.5	-1	-1.3	-0.7	1.7	-2.0	-2	0	0.7	-1.5
COC(=O)/C=C/C(=O)NCc1ccco1	0	-0.7	2	-0.9	1.7	-1.2	-2.0	-1	-5	0.9	-0.5
CC(=O)N1CCN(C(=S)c2ccc([N+](=O)[O-])cc2)CC1	6	0.2	-4	-1.5	-0.5	0.3	0.1	2	1	-0.2	-1.3
O=C(COC(=O)Cc1ccccc1[N+](=O)[O-])NCc1ccccc1Cl	0	-0.6	1	-0.8	0.2	2.2	1.7	-8	1	-1.2	-0.2
CCCC(C(=O)NCCC(C)C)N(Cc1ccc(OC)cc1)C(=O)c1snc(C(N)=O)c1N (configuration not stated)	-12	0.1	1	-1.7	-2.5	-1.5	-3.0	-3	-26	-0.6	-2.3
CC(=O)Nc1ccc(NC(=O)CSc2nnc(-c3ccco3)o2)cc1	-4	0.3	-5	-1.4	-1.7	-0.1	-3.0	0	-4	0.3	-0.9
COc1cc2c(cc1OC)CN(CCC(=O)c1ccc(Br)cc1)CC2	-11	14*	-2	-1.1	-0.8	1.6	2.2	-1	42*	0.1	-1.0
